# Screening results (PubChem BioAssay)
# HSF1 inhib: HSF1 inhibition. NIH3T3-HGL HSE-luciferase, MG132-induced, luminescence 8 h; hits give low values. activity change, negative = inhibition, % at 7.5 µM (by protocol). hit rate 0.77% among 300,000. AID 2098;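 active = more than half of replicate wells show activity change below -50%, luminescence cut by over half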;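 also: luciferase reports HSF-1 transcriptional activity via heat shock element; 0% = median of DMSO wells and -100% = zero luminescence signal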
# HSP90 refold inh: blocks HSP90-mediated luciferase refolding in reticulocyte lysate. AID 1789. hit rate 0.91% among 290,000. Rabbit reticulocyte lysate, luciferase refolding luminescence, 3 h. inhibition, % at 5.6 µM;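 active = inhibition above the screen-wide mean plus 3 SD, computed separately per campaign, cut at about 16% in these data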;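 also: 0% = DMSO wells and 100% = 60 µM geldanamycin wells; inhibitors lower the luminescence because luciferase stays unfolded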
# IEC-6 cytotox: counter-screen for KLF5 inhibitors: cytotoxicity in IEC-6 cells | IEC-6 cytotoxicity, luminescence viability | inhibition, % at 5 µM | hit rate 0.78% among 290,000 | AID 1825; in the data active = inhibition above about 22%;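 also: 0% = plate median of test compound wells and 100% = cytotoxic reference compound wells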
# aSyn 5UTR inh: 5' untranslated region of α-synuclein, MLPCN primary screen; alpha-synuclein 5'UTR reporter, inhibitor activity; inhibition, % (tested at 7.5 µM); hit rate 0.82% among 300,000; AID 1813; in the data active = inhibition above about 60%;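 also: H4 neuroglioblastoma cells stably carrying SNCA 5'UTR luciferase fusion; 0% = DMSO wells and 100% = positive control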
# SKKanGAS inh: SKKanGAS growth inhibition; S. pyogenes SKKanGAS, kanamycin growth, BacTiter-Glo, 6 h; AID 1662; inhibition, % at 7.5 µM; hit rate 1.3% among 300,000;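 active = mean replicate score, as percent of positive control median, at least 50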;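 also: strain carries kanamycin resistance gene driven by streptokinase promoter and grows in 40 µg/ml kanamycin; loss of luminescence reflects streptokinase promoter inhibition or plain growth inhibition; 0% = median of DMSO wells and 100% = positive control at its reference dose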
# HSF1 activator: increases HSF-1 driven luciferase reporter signal; NIH3T3-HGL HSF-1 luciferase reporter, MG132, 8 h; 100% = twice DMSO control signal; activation, % at 9 µM; hit rate 1.7% among 300,000;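 active = mean replicate activation of at least 50% with a set share of replicates each reaching 50%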;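 also: 0% = median of the neutral control wells and 100% = twice that signal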
# Platelet DG rel: modulates dense granule release in human platelets; human platelet-rich plasma, SFLLRN dense granule ATP release, luminescence; inhibition, %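 (compounds screened at 7.5 µM in platelet-rich plasma)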; hit rate 0.22% among 300,000; AID 1663;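 active = mean replicate score, as percent of positive control, at or above 50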
# AI-2 QS modul: modulates the Vibrio harveyi AI-2 quorum sensing system. hit rate 0.4% among 300,000. activity change, % at 7.5 µM. Vibrio harveyi JMH597 AI-2 luminescence/OD600 ratio, 9 h; hits give low values; strain lacks LuxN and CqsS sensors; 0 = neutral-control median; in the data active = activity change below about -75%, passing the limit was not always enough;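 also: luminescence divided by OD600 gain over 9 h not by final OD600 alone; inactives centre near 13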
# HIF activator: HIF pathway transcriptional activation | AID 1910 | hit rate 0.32% among 300,000 | activation, % at 7.5 µM (by protocol) | U2OS HRE-luciferase reporter, luminescence; normalized: DMSO 0%, desferrioxamine 100%;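 active = mean activation of at least 10% of the iron chelator positive control signal, with at least half of replicates also reaching 10%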
# KLF5 inh: inhibitors of KLF5 expression; AID 1700; hit rate 0.23% among 290,000; inhibition, % at 5 µM; DLD-1 KLF5 promoter-luciferase reporter, luminescence;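 active = inhibition above a per-plate limit of that plate's mean compound inhibition plus 3 SD, cut at about 60% in these data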;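 also: 0% = DMSO wells and 100% = LY294002 at 200 µM; higher means less KLF5 promoter-driven luciferase light; inactives centre near -14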
# * hit, by the source's call; / = not tested or not shown.
SMILES,HSF1 inhib,HSP90 refold inh,IEC-6 cytotox,aSyn 5UTR inh,SKKanGAS inh,HSF1 activator,Platelet DG rel,AI-2 QS modul,HIF activator,KLF5 inh
CC(C)c1ccc2c(c1)C(=O)NC(C)(C)C2,-2,1,5,-11,-4,4,6,42,1.1,-19
CC(NC(=O)c1cccnc1)C(=O)O (stereo unspecified),-6,2,4,-15,-2,-14,-1,10,-0.2,-7
COc1ccc(NC(=O)c2cc3cc(OC)ccc3oc2=N)cc1,-53*,-2,-6,-63,-3,-60,0,22,1.6,3
CCCc1cc(C(=O)OC)c(NC(=O)CCC(=O)O)s1,-8,-3,5,27,1,1,4,20,-0.4,-7
Oc1c(Cl)cc(Cl)cc1/C=N/c1nccs1,2,1,-2,-9,12,-4,7,25,-0.3,-36
COc1ccc(F)c(CN2CCC(n3nccc3NC(=O)CCCc3ccccc3)CC2)c1,6,0,12,4,-1,12,6,-95*,-0.1,-31
C=CCn1c(SCc2ccc(C#N)cc2)nnc1-c1ccccc1,7,3,-2,10,-13,30,-8,/,0.1,-43
COc1ccc(Oc2c(Cl)cnn(-c3ccc(F)cc3)c2=O)cc1,1,2,-2,-36,-12,-1,-20,4,0.9,-27
CC(C)C(=O)NC(NC1CCS(=O)(=O)C1)C(Cl)(Cl)Cl (stereo unspecified),/,-2,0,/,/,/,/,11,/,-23
COc1ccc(C(CC(=O)NCc2ccccc2)Sc2n[nH]c(-c3ccc(Cl)cc3)n2)cc1 (stereo unspecified),-16,-1,-5,-2,5,-10,10,24,-0.3,-22
Cc1occc1C(=O)NNC(=O)Nc1ccc(Cl)c(Cl)c1,-5,-5,-9,6,-14,-20,-2,-86*,0.0,-35
CC(C)NC(=S)Nc1ccc2[nH]c(=O)[nH]c2c1,-3,4,5,11,-8,8,3,-2,-0.1,-7
O=C(Cn1ccc2ccccc2c1=O)N1CCN(c2cccc(Cl)c2)CC1,0,6,1,35,-2,22,0,10,-0.8,3
O=C(Nc1ccc(Br)cc1)c1cnccn1,/,-1,4,-94,10,/,2,4,1.7,-81
Cc1ccc(C(=O)/C=C/Nc2ccc(S(=O)(=O)Nc3cc(C)nc(C)n3)cc2)cc1,11,-1,7,-17,27,16,4,3,-0.3,-38
N#CNC(=Nc1ccccc1)SCc1ccc(C(=O)O)cc1,0,0,4,9,-1,12,-3,3,0.1,-8
CC(C)n1c(NCCO)nc2ccccc21,-3,3,6,-6,18,16,2,15,0.2,-5
O=C(Nc1ccccc1Cl)N1C2CCC1CC(O)(c1cccnc1)C2 (stereo unspecified),6,0,-9,-7,-3,-1,0,17,-0.2,-20
Cc1cc(C(=O)CSc2nnnn2-c2ccccc2)c(C)n1CCc1ccccc1,-2,-1,1,12,-18,18,-2,23,-0.7,-3
COc1ccnc(Oc2ccccc2)c1C(=O)N/C=N/OCc1ccccc1,7,-1,4,15,-5,13,12,22,-0.1,-18
CC(C)OC(=O)Cn1nc(C(F)(F)F)c2c1CCCC2,-6,1,-1,3,3,-13,3,19,-0.3,-27
COc1ccccc1NC(=O)CCC(=O)Nc1cc(OC)c(NC(=O)c2cccs2)cc1OC,-6,-3,0,-1,4,19,2,13,-0.3,-16
COc1ccc(Cl)c(OC)c1C(=O)NC(=O)Nc1c(F)cc(F)cc1F,-6,0,-4,21,3,0,2,35,19*,-26
Cc1[nH][nH]c(=O)c1C(c1ccc(N(C)C)c(Br)c1)c1c(C)[nH][nH]c1=O,8,1,-2,9,-6,25,-6,26,-0.3,-24

# Molecules from the list above with a Cl atom:
SMILES,HSF1 inhib,HSP90 refold inh,IEC-6 cytotox,aSyn 5UTR inh,SKKanGAS inh,HSF1 activator,Platelet DG rel,AI-2 QS modul,HIF activator,KLF5 inh
Oc1c(Cl)cc(Cl)cc1/C=N/c1nccs1,2,1,-2,-9,12,-4,7,25,-0.3,-36
COc1ccc(Oc2c(Cl)cnn(-c3ccc(F)cc3)c2=O)cc1,1,2,-2,-36,-12,-1,-20,4,0.9,-27
CC(C)C(=O)NC(NC1CCS(=O)(=O)C1)C(Cl)(Cl)Cl (stereo unspecified),/,-2,0,/,/,/,/,11,/,-23
COc1ccc(C(CC(=O)NCc2ccccc2)Sc2n[nH]c(-c3ccc(Cl)cc3)n2)cc1 (stereo unspecified),-16,-1,-5,-2,5,-10,10,24,-0.3,-22
Cc1occc1C(=O)NNC(=O)Nc1ccc(Cl)c(Cl)c1,-5,-5,-9,6,-14,-20,-2,-86*,0.0,-35
O=C(Cn1ccc2ccccc2c1=O)N1CCN(c2cccc(Cl)c2)CC1,0,6,1,35,-2,22,0,10,-0.8,3
O=C(Nc1ccccc1Cl)N1C2CCC1CC(O)(c1cccnc1)C2 (stereo unspecified),6,0,-9,-7,-3,-1,0,17,-0.2,-20
COc1ccc(Cl)c(OC)c1C(=O)NC(=O)Nc1c(F)cc(F)cc1F,-6,0,-4,21,3,0,2,35,19*,-26

# Remaining list, next part
SMILES,HSF1 inhib,HSP90 refold inh,IEC-6 cytotox,aSyn 5UTR inh,SKKanGAS inh,HSF1 activator,Platelet DG rel,AI-2 QS modul,HIF activator,KLF5 inh
CC(=O)Nc1nc(-c2ccccc2)nc(-c2ccccc2OC(C)=O)n1,-42,0,7,-24,-1,-52,8,9,-0.3,-8
CC(=O)c1cn(CCOc2cc(C)ccc2C)c2ccccc12,1,0,6,15,10,4,3,13,1.1,36
O=C(Nc1nnc(CCc2ccccc2)s1)c1ccc(F)cc1,0,-1,0,-6,-6,6,1,31,0.0,-38
COc1ccc(Nc2nc(N)nc(CSc3nccn3C)n2)cc1,9,2,-8,-87,-3,55*,2,11,0.9,-86
Cc1nnc2c3ccccc3c(-c3ccc(O)cc3)nn12,19,0,4,31,4,28,4,11,0.0,-2
COc1ccc2c(c1)c(C(=O)N/N=C/c1ccc(Br)cc1)c(C)n2C,21,6,2,-116,8,38,-7,14,1.3,24
Cn1ncc(Cl)c1C(=O)N1CCN(S(=O)(=O)c2ccc(Cl)s2)CC1,-1,-4,-3,-10,-14,-17,8,27,0.2,-21
COc1ccccc1OCC(=O)Nc1ccc(S(=O)(=O)Nc2nc(C)cc(C)n2)cc1,3,2,-8,13,-8,17,-7,11,0.0,-28
CCc1ccc(NC(=O)C2CC(=O)N(C(C)C)C2)cc1 (stereo unspecified),3,4,-2,-6,-5,7,3,43,-0.8,17
O=C1NC(=S)N/C1=C/c1cc([N+](=O)[O-])ccc1O,-5,-1,0,10,9,4,4,27,-0.1,-14
Cc1cc(-c2ccccc2)nc2cc(C(=O)NCc3ccco3)nn12,3,-1,-12,17,-2,11,-3,38,-0.2,-21
CCOc1cc(NS(=O)(=O)c2ccc(OC)cc2)c(OCC)cc1NC(=O)c1ccco1,0,2,6,18,0,17,0,23,0.1,14

# Some of the entries above in another layout.
mol	HSF1 inhib	HSP90 refold inh	IEC-6 cytotox	aSyn 5UTR inh	SKKanGAS inh	HSF1 activator	Platelet DG rel	AI-2 QS modul	HIF activator	KLF5 inh
Cc1nnc2c3ccccc3c(-c3ccc(O)cc3)nn12	19	0	4	31	4	28	4	11	0.0	-2
COc1ccc2c(c1)c(C(=O)N/N=C/c1ccc(Br)cc1)c(C)n2C	21	6	2	-116	8	38	-7	14	1.3	24
Cn1ncc(Cl)c1C(=O)N1CCN(S(=O)(=O)c2ccc(Cl)s2)CC1	-1	-4	-3	-10	-14	-17	8	27	0.2	-21
COc1ccccc1OCC(=O)Nc1ccc(S(=O)(=O)Nc2nc(C)cc(C)n2)cc1	3	2	-8	13	-8	17	-7	11	0.0	-28
CCc1ccc(NC(=O)C2CC(=O)N(C(C)C)C2)cc1 (stereo unspecified)	3	4	-2	-6	-5	7	3	43	-0.8	17

# Following part:
SMILES,HSF1 inhib,HSP90 refold inh,IEC-6 cytotox,aSyn 5UTR inh,SKKanGAS inh,HSF1 activator,Platelet DG rel,AI-2 QS modul,HIF activator,KLF5 inh
C[C@@H]1C=C(C(=O)O)O[C@H](OCc2ccc(CO)cc2)C1,-2,5,-1,11,-1,5,-3,3,-0.1,6
C=CCN(c1cccc(C(F)(F)F)c1)S(=O)(=O)c1cccc(C(=O)OCC(=O)Nc2ccccc2)c1,4,6,4,17,10,21,-3,16,0.1,-18
N#Cc1ccc(NCC(=O)Nc2ccc3c(c2)OCCO3)cc1,-13,-1,5,8,-30,-14,1,-47,0.3,-21
C=CCn1c(CCNC(=O)c2ccccc2F)nnc1SCC(=O)Nc1ccccc1F,0,3,5,1,0,13,13,7,0.0,-28
CN(C)C(=O)CCCCCCCCC(=O)N(C)C,1,-1,0,2,-10,19,-13,37,0.1,-39
C=CCn1c(SCC(=O)N(C)C)nc2cc(C(=O)O)ccc2c1=O,-6,-2,1,16,20,-9,-5,32,-0.6,-15
CCOc1ccccc1N(CC(=O)Nc1ccc(OC)cc1OC)S(=O)(=O)c1ccccc1,10,-2,5,18,-2,14,-4,1,-56,-20
CCOC(=O)CSCC(=O)Nc1ccc(S(=O)(=O)N2CCCCC2)cc1,0,0,-2,7,13,16,-5,4,-0.1,-32
Cn1c(=O)c(=O)n(C)c2cc(S(=O)(=O)N3CCCCCC3)ccc21,2,1,0,1,-1,-1,10,1,0.5,-2
COc1ccc2nc(N3C(=O)CC(Cc4ccc(C)cc4)C3=O)sc2c1 (stereo unspecified),0,2,-6,-5,18,-5,5,21,0.3,-12
CC(=O)NNC(=O)c1ccncc1,-11,2,-3,-2,-2,-12,6,12,-0.5,-9
Cc1ccc(C)c(NC(=O)c2ccccn2)c1,10,0,8,-72,-1,24,7,17,1.3,-4
N#Cc1ccc(-c2ccccc2)nc1Sc1ccc(F)cc1,-14,-1,7,15,-18,-2,-6,-2,-0.1,-10
CCS(=O)(=O)Nc1cccc(-c2cc(-c3ccccc3)c3cc(C)ccc3n2)c1,-2,2,2,42,97*,11,-3,24,-0.8,-56
CCc1noc(C)c1C(=O)Nc1nc(-c2ccc(OC)c(OC)c2)cs1,0,/,/,7,1,-21,2,12,-0.6,/
CCOP1(=O)C=C(C(C)(C)C)OC1c1ccc(F)cc1 (stereo unspecified),-6,3,5,11,1,3,-1,19,-1.7,-12
CCOc1ccccc1OCC(=O)OCc1csc(CC(=O)Nc2ccccc2C)n1,3,/,/,7,1,15,1,15,-4.0,/
O=C(Nc1ccc(Cl)cc1)N1CCc2ccccc2C1,42,0,2,-209,9,80*,5,13,1.0,-131
COc1ccc(OCC(O)CN2CCN(c3ccccc3)CC2)cc1 (stereo unspecified),-7,2,4,0,-10,-2,1,17,-0.6,-28
CC1CCN(S(=O)(=O)c2cccc(C(=O)O)c2)CC1,-3,0,-3,-4,3,-8,-5,1,0.1,7
CCCCN(CCCC)C(=S)NC(=O)c1ccccc1Cl,-8,3,1,7,-7,6,7,2,0.1,-15
COc1cccc(CN(CC(=O)NCc2ccc(F)cc2)C(=O)c2ccco2)c1,7,2,-1,-14,-7,4,-3,11,-1.6,-15
